Compound activity from PubChem.
FadD28 FP inh: inhibitors of Mycobacterium tuberculosis FadD28 bisubstrate binding. inhibition, % at 12.5 µM. FadD28 bisubstrate probe binding, fluorescence polarization. hit rate 0.22% among 360,000. AID 588549; in the data active = inhibition above about 8.5%, passing the limit was not always enough; inconclusive = no clear call, values can overlap the other calls
CCHF vOTU inh: blocks the CCHF virus ovarian tumor domain protease; AID 651958; hit rate 0.55% among 370,000; inhibition, % at 11.5 µM; CCHFV vOTU protease, Pep-AMC fluorescence; also: 0% = vehicle wells with enzyme and 100% = no enzyme wells
GDH-TPI inh: GDH-TPI coupled enzyme inhibition counter-screen; hit rate 1.2% among 360,000; inhibition, % at 4.8 µM; GDH-TPI coupled enzyme counterscreen, NADH absorbance;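 also: 0% = DMSO wells and 100% = wells lacking the enzyme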
BoNT-A LC inh2: inhibitors of Botulinum neurotoxin A light chain protease; multiplex microsphere protease substrate cleavage, flow cytometry; inhibition, % at 10 µM; hit rate 0.17% among 360,000; in the data active = inhibition above about 30%; inconclusive = no clear call, values can overlap the other calls; also: plate controls were buffer without enzyme for full effect and enzyme alone for no effect
PrPC surface inh: inhibitors of human cell surface prion protein PrPC; TR-FRET read-out; inhibition, % at 13.8 µM; hit rate 0.43% among 370,000; AID 720596; in the data active = inhibition above about 24%; also: 0% = median of the test wells and 100% = reference compound wells
FBA Mtb inh: Mtb fructose-bisphosphate aldolase inhibition. P9WQA3. purified M. tuberculosis FBA, fluorescence read-out. inhibition, % at 1 µM. hit rate 2.3% among 360,000. AID 588726; in the data active = inhibition above about 27%;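 also: 0% = vehicle and 100% = reference inhibitor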
Target sequence (P9WQA3 whole entry, looked up): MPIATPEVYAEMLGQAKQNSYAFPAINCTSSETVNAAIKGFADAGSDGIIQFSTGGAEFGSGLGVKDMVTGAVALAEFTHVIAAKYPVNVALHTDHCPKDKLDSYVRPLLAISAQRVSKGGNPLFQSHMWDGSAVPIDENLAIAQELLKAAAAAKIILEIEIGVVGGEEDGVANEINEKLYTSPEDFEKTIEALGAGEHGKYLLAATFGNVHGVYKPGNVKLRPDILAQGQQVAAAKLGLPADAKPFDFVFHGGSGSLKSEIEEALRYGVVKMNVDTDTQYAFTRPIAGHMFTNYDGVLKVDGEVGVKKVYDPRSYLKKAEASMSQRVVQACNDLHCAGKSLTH
UGM FP inh: inhibitors of M. tuberculosis UDP-galactopyranose mutase; purified UGM, fluorescence polarization probe displacement; inhibition, % at 10 µM; hit rate 0.06% among 320,000; P9WIQ1; AID 504406; in the data active = inhibition above about 10%, passing the limit was not always enough; inconclusive = no clear call, values can overlap the other calls
Target sequence (P9WIQ1 whole entry, looked up): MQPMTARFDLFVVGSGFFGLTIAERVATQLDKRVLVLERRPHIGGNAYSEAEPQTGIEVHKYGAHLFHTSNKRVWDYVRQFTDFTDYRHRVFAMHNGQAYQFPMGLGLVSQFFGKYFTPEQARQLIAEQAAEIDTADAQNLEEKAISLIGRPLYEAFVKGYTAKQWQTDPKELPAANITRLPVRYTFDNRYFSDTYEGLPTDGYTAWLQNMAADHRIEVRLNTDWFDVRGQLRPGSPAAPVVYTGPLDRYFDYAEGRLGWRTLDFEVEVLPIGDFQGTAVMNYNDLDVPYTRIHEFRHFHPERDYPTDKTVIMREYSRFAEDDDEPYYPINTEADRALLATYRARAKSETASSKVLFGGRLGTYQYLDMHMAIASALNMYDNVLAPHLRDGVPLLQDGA
BioA inh: BioA (M. tuberculosis) enzyme inhibition. purified M. tuberculosis BioA enzyme, plate reader. inhibition, % at 9.99 µM. hit rate 0.096% among 360,000; in the data active = inhibition above about 40%; inconclusive = no clear call, values can overlap the other calls
BoNT-F LC inh: BoNT F light chain protease inhibition | Multiplex microsphere protease cleavage assay, flow cytometry | hit rate 0.22% among 360,000 | inhibition, % at 10 µM; in the data active = inhibition above about 35%, passing the limit was not always enough; inconclusive = no clear call, values can overlap the other calls; also: plate controls were buffer without enzyme for full effect and enzyme alone for no effect
An asterisk follows results filed as active; u = inconclusive; x = not tested or not shown. Rule as the data show it, unless noted: active = inhibition above about 30%; inactive = the rest.

SMILES	FadD28 FP inh	CCHF vOTU inh	GDH-TPI inh	BoNT-A LC inh2	PrPC surface inh	FBA Mtb inh	UGM FP inh	BioA inh	BoNT-F LC inh
CCN(C(=O)c1cnc(N2CCN(c3ncccn3)CC2)c2ccccc12)c1cccc(Cl)c1	0.2	8.9	11.9	0.1	-1.6	-2.0	0.3	-0.8	-2.9
CC(=O)Nc1cccc(Oc2ccc3c(c2)C(=O)N(CCC(=O)O)C3=O)c1	-0.3	1.8	-4.7	-0.8	3.9	-1.9	3.2	5.0	-0.3
O=C(Nc1ccccc1C(=O)Nc1ccccc1)c1ccccc1Br	-1.4	21.2	12.9	-5.0	6.0	-2.7	4.2	-2.8	u
CCNC(=S)N(CCO)Cc1cc2cc3c(cc2[nH]c1=O)OCO3	1.1	-22.3	27.6	1.0	4.1	25.4	0.4	-1.1	-0.9
CN(C(=O)Nc1ccc(Cl)cc1Cl)[C@H]1c2cc(Br)ccc2OC[C@H]1CO	-3.3	15.5	2.4	-1.8	-0.9	0.9	-0.9	1.3	-12.0
O=c1c2c(-c3cccs3)csc2ncn1-c1ccccc1	-3.2	1.0	8.7	-0.3	-21.2	1.9	-0.5	2.5	-2.8
Cc1cccc(NC(=O)CNC(=O)c2ccc(-n3cncn3)c([N+](=O)[O-])c2)c1C	-2.4	-4.3	0.0	1.7	-29.1	-0.7	x	0.8	-5.2
COc1ccc(NC(=O)N2CCCCCC2)cc1	1.3	-11.5	14.6	-1.2	-5.4	-1.2	-3.1	x	3.6
O=C(COc1ccc(Cl)cc1)Nc1ccc2c(c1)CCC2	-3.0	7.5	10.9	1.4	-2.7	-1.8	-0.1	x	-2.3
COc1ccc(/C=N/Nc2nc3ccccc3s2)cc1O	4.4	14.1	11.8	0.8	-11.3	-2.3	x	x	-1.3
COc1ccc(CC(=O)c2ccc(OC)c(OC)c2)cc1	-1.0	11.3	8.1	-0.2	4.4	3.8	-1.9	x	-4.2
CSCCC(NC(=O)c1ccc([N+](=O)[O-])cc1Cl)C(=O)OC1CCCCC1=O (stereo not drawn)	-3.8	-4.2	-10.7	0.3	-19.5	1.1	4.5	-0.6	-4.4
COc1ccc(Nc2nc(N)c([N+](=O)[O-])c(N3CCN(C)CC3)n2)cc1	-2.1	18.7	14.0	0.3	-0.1	1.4	2.4	x	-17.6
O=S(=O)(Nc1nc2ccccc2nc1NCC1CCCO1)c1cc(Cl)ccc1Cl (stereo not drawn)	1.9	11.9	25.8	-0.2	-0.8	0.8	1.6	x	-0.4
O=C1C2C3C=CC([C@@H]2C(=O)N1C1CC1)[C@H]1C(=O)N(C2CC2)C(=O)C31 (stereo partly drawn)	-0.9	4.5	10.8	0.4	-3.6	-3.1	-1.0	-0.4	-14.7
COc1cc([N+](=O)[O-])ccc1NC(=O)Nc1nc2c(s1)CCCC2	0.2	4.6	8.4	-0.2	-2.7	1.6	1.2	x	4.2
O=C(Nc1ccc(OCc2ccccc2)cc1)Nc1nnc([C@@H]2C[C@H](O)[C@@H](CO)O2)s1	-2.8	-2.7	9.7	0.3	1.6	5.0	x	0.8	3.7
CCOC(=O)c1sc(NC(=O)CCCn2nc([N+](=O)[O-])cc2C)c(C(=O)OCC)c1C	-1.3	10.0	7.8	0.8	1.5	4.1	0.3	0.1	-4.5
N#Cc1ccc(-c2nc3ccc(Br)cn3c2Cc2ccsc2)cc1	-2.6	1.2	x	15.7	6.1	-0.7	x	-1.4	4.0
COc1ncccc1-c1nnn(-c2ccc(C)cc2)n1	-1.5	-7.0	8.5	0.3	4.3	1.4	-0.6	-2.0	-6.8
CCn1cc(CCC(=O)NCc2ccc(F)cc2)c2ccccc21	-4.0	0.6	-2.9	-1.2	7.7	0.3	0.6	-0.4	-12.3
O=C(N/N=C/c1ccccc1)c1ccc(N2CCOCC2)c([N+](=O)[O-])c1	-3.6	-4.0	0.4	0.5	2.9	-0.1	-0.3	x	2.8
COC(=O)Nc1nc2ccc(Br)cc2s1	-2.4	-16.5	-1.9	-1.1	8.3	0.5	0.4	x	-6.7
CC(=O)c1cccc(NS(=O)(=O)c2ccc(N/C=C\C(=O)c3ccc(F)cc3)cc2)c1	-1.9	13.6	1.7	0.8	0.6	-0.2	0.9	-0.5	-14.6
C/C(=C\C(=O)c1ccccc1)Nc1ccc(Cl)c(Br)c1	0.0	5.0	16.7	-1.4	5.0	-5.3	0.0	-4.3	-10.8

Remaining list, next part
SMILES	FadD28 FP inh	CCHF vOTU inh	GDH-TPI inh	BoNT-A LC inh2	PrPC surface inh	FBA Mtb inh	UGM FP inh	BioA inh	BoNT-F LC inh
COc1ccc(/C=C/C=C2\NC(=S)NC2=O)cc1	-2.2	11.9	5.0	22.5	1.1	3.8	0.8	-2.4	4.8
C/C(=N\NC(=O)c1c(Cl)c(C)nn1C)c1cccc(NC(=O)COc2ccccc2)c1	0.6	-2.3	13.3	-0.7	4.7	3.1	-1.0	4.3	-13.2
COc1ccccc1NC(=O)c1ccc(-n2cccn2)nc1	-4.4	9.0	7.8	-0.3	2.5	-1.3	2.7	-0.9	-1.7
CCCCN1C(=O)C(NC(=O)c2cccnc2)(C(F)(F)F)C2=C1CC(C)(C)CC2=O (stereo not drawn)	-3.7	10.3	13.3	1.6	7.5	0.1	2.5	-0.7	3.0
N#Cc1c(N)nc2c3c(sc(=N)c2c1N)NC(=O)CC3c1ccccc1 (stereo not drawn)	-6.5	1.6	4.6	3.1	22.5	-0.1	0.0	x	5.0
Cc1cccc(Nc2nn3c(=O)c4ccccc4nc3s2)c1	-0.3	2.2	14.4	2.8	3.1	-0.8	-0.8	-1.5	13.0
COc1ccc(OCC(=O)NNC(=O)C2CCCO2)cc1 (stereo not drawn)	-0.6	2.2	6.2	-0.3	1.6	4.9	-0.9	x	-5.7
CCN(CC)CCCn1c2c(c(SCC(=O)Nc3ccc(F)c(F)c3)nc1=O)CCC2	-2.2	-6.8	3.5	-1.3	2.7	0.8	3.6	3.1	7.5
O=C(NC1CC1)C1=NOC(CNc2ncc(C(F)(F)F)cc2Cl)C1 (stereo not drawn)	-1.6	-6.4	2.8	-0.3	-3.9	2.4	-1.1	x	0.4
Cc1cc(-c2ccccc2)n(-c2ccc(C(=O)N3CCN(c4ncccn4)CC3)cc2)n1	0.1	3.9	-2.8	-0.2	2.4	6.8	2.2	2.9	-1.6
CC(C)(/C=N/O)/[N+]([O-])=C/C=[N+](\[O-])C(C)(C)/C=N/O	-3.3	13.0	29.4	0.2	2.3	-2.7	0.0	1.4	2.9
Cc1ccc(CNC(=O)C2CCC(=O)N(Cc3cccc(F)c3)C2)s1 (stereo not drawn)	-1.4	-9.6	6.2	-0.3	4.9	0.8	x	1.9	-3.3
Cc1cccc(-c2nnc(SCC(=O)Nc3ncccn3)n2C)c1	-2.3	-8.8	1.2	-0.1	-4.4	3.3	-0.3	-1.1	1.9
O=C(NCCCN1CCCCCC1)C1CC(=O)N(CCc2ccccc2)C1 (stereo not drawn)	-0.6	21.3	-1.9	0.4	-0.1	-0.3	-0.2	-0.6	-4.0
Cc1nnc(SC2CC(=O)N(c3ccccc3)C2=O)s1 (stereo not drawn)	-1.1	-2.9	8.2	0.0	-5.0	1.6	0.2	0.6	-7.9
O=C(N[C@H](Cc1cc(=O)[nH]c2ccccc12)C(=O)O)c1ccc(Cl)cc1	-2.3	-4.7	18.0	0.5	-0.4	9.1	6.2	-0.6	23.5
CCC(=O)Nc1ccc2nc(C)n(CC(=O)Nc3ccccc3)c(=O)c2c1	1.8	-22.0	7.8	0.6	-2.6	9.2	-1.6	0.0	-4.6
Cc1noc(C)c1COC(=O)c1cccc(S(=O)(=O)N2CCOCC2)c1	-1.4	0.7	4.5	1.0	7.9	-1.6	0.3	15.9	4.2
CCCNCc1nnc(-c2ccccc2Cl)o1	-4.8	-2.5	9.3	0.8	-3.2	-2.5	-0.9	x	0.4
O=C1/C(=C/c2ccc(F)cc2)SC(=S)N1N1CCOCC1	-2.1	-14.2	0.0	-1.8	1.5	0.1	-1.7	0.6	24.3
CCOc1ccc2nc(SCC(=O)Nc3cc(C)on3)c(C)cc2c1	-1.2	2.3	6.8	1.4	-4.4	4.8	-0.8	-2.6	2.2
CCOCCCNC(=O)C1(O)c2cc(Br)ccc2NC(=O)N1c1ccc(OCC)cc1 (stereo not drawn)	0.7	0.4	10.5	0.2	1.5	0.1	0.3	-0.5	5.7
C=CCSc1nnc(C)n1-c1ccc(Cl)cc1	-2.1	9.8	-3.2	-0.7	-2.8	-2.8	-1.2	1.2	-1.5
CCN(CC(=O)NCc1ccc(Cl)cc1)C(=O)CCC(=O)c1ccc(F)cc1	-6.4	-5.7	-5.8	2.2	1.0	-0.8	0.8	x	-6.6
CC1(C(=O)NS(=O)(=O)c2ccc(F)cc2F)CCN1C(=O)c1ccco1 (stereo not drawn)	0.1	-4.5	4.0	-0.3	-2.1	0.1	x	-0.7	-1.7

An excerpt of these results, with two lines to a compound:
Values run as follows: FadD28 FP inh | CCHF vOTU inh | GDH-TPI inh | BoNT-A LC inh2 | PrPC surface inh | FBA Mtb inh | UGM FP inh | BioA inh | BoNT-F LC inh
> COc1ccc(/C=C/C=C2\NC(=S)NC2=O)cc1
    -2.2 | 11.9 | 5.0 | 22.5 | 1.1 | 3.8 | 0.8 | -2.4 | 4.8
> CCNC(=S)N(CCO)Cc1cc2cc3c(cc2[nH]c1=O)OCO3
    1.1 | -22.3 | 27.6 | 1.0 | 4.1 | 25.4 | 0.4 | -1.1 | -0.9

Full records, looked up by structure. Screens in order: FadD28 FP inh	CCHF vOTU inh	GDH-TPI inh	BoNT-A LC inh2	PrPC surface inh	FBA Mtb inh	UGM FP inh	BioA inh	BoNT-F LC inh
C/C(=N\NC(=O)c1c(Cl)c(C)nn1C)c1cccc(NC(=O)COc2ccccc2)c1 is listed as 0.6	-2.3	13.3	-0.7	4.7	3.1	-1.0	4.3	-13.2
CC1(C(=O)NS(=O)(=O)c2ccc(F)cc2F)CCN1C(=O)c1ccco1 (stereo not drawn) is listed as 0.1	-4.5	4.0	-0.3	-2.1	0.1	x	-0.7	-1.7

New compounds follow:
SMILES	FadD28 FP inh	CCHF vOTU inh	GDH-TPI inh	BoNT-A LC inh2	PrPC surface inh	FBA Mtb inh	UGM FP inh	BioA inh	BoNT-F LC inh
COc1ccc(Br)cc1C1CC(=O)N2CN(C)CSC2=C1C#N (stereo not drawn)	2.8	21.6	10.0	0.1	11.4	4.2	0.3	-1.3	-2.3
CC(C)[C@H](NC(=O)c1ccccc1)C(=O)OCC(=O)N1CCN(C(=O)c2ccco2)CC1	-1.2	2.2	4.5	-0.2	0.6	-1.7	-2.0	x	-2.5
Cc1cccc(NCc2nc(SCC(=O)Nc3ccccc3)n[nH]2)c1	2.1	11.0	14.4	-3.8	2.8	4.8	3.3	0.8	u
COc1ccc(NC(=O)Nc2ccc(Br)cn2)cc1OC	-1.9	27.6	2.9	-3.8	-4.2	-0.7	-0.4	-2.1	-12.6
O=C(CSc1nc2ccc(F)cc2c(=O)n1-c1ccccc1)Nc1ccc2c(c1)CCC2	-3.9	-1.1	3.1	-0.1	-2.4	0.0	x	0.9	-1.2
O=C(CNC(=O)c1ccc(Br)o1)NNC(=O)COc1ccccc1Cl	-2.9	-5.7	-4.0	0.1	-3.9	0.1	2.9	-0.9	3.4
CN(C)c1ccc(C2N(C)C(=O)c3ccccc3N2C)cc1 (stereo not drawn)	-0.4	-5.8	-2.5	-0.5	2.9	6.5	0.7	3.6	u
CC1(C)Cc2nc3sc(C(=O)NCCO)c(N)c3cc2CO1	-2.9	-15.7	0.9	0.6	-23.7	-5.4	-2.5	x	-9.9
CCc1nc(Sc2nc(C)cc(C)n2)c2oc3ccccc3c2n1	-3.2	1.7	4.3	-1.1	7.3	1.1	-1.7	-3.5	-10.2
CCOC(=O)c1ccc(NC(=O)Nc2cc(C)on2)cc1	-0.9	-3.5	2.1	-0.2	7.4	-1.3	0.8	-0.7	0.9
Cc1ccsc1/C=N\Nc1cn[nH]c(=O)c1Cl	-1.5	29.7*	29.9	0.2	-7.7	-3.0	1.9	x	-3.5
CCOC(=O)C1CSC(CC(=O)Nc2ccc(OCC)cc2)C(=O)N1 (stereo not drawn)	1.1	4.2	10.3	0.0	0.3	-0.4	-1.7	0.2	2.1
O=C(Nc1ccccc1C(=O)N1CCOCC1)C1COc2ccccc2O1 (stereo not drawn)	-0.3	-10.4	3.8	u	4.2	1.1	-1.6	x	3.6
C[C@H]1CN(Cc2ccccc2)C(=O)[C@@H]1CC(=O)Nc1ccccc1	-4.1	-11.1	-16.6	0.0	1.2	-2.5	x	x	5.2
